Screening data deposited in PubChem by National Center for Advancing Translational Sciences (NCATS).
GAA glycogen mod = qHTS Assay for Inhibitors and Activators of Human alpha-Glucosidase Cleavage of Glycogen; Lysosomal alpha-glucosidase (Homo sapiens), P10253; recombinant GAA, glycogen substrate, Amplex Red glucose oxidase fluorescence; Potency, µM (series often up to 76.4 µM), inactives show top-dose activity change, negative = inhibition, most hits filed as inhibitors; actives 0.38% (n = 300,000); AID 2100, 2009;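 further: 0% = full enzyme reaction and -100% = no-enzyme basal signal; the screen sought inhibitors and activators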
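Recombinant human alpha-glucosidase (4 nM final) hydrolysed bovine liver glycogen (30 ug) for 40 min at 37 C in pH 5.0 citrate/phosphate with 0.01% Tween-20. Released glucose detected by glucose oxidase/Amplex Red, Ex 573/Em 610 nm. Compounds up to 77 uM; AC50 from Hill fits.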
ALDH1A1 block = qHTS Assay for Inhibitors of Aldehyde Dehydrogenase 1 (ALDH1A1) | Aldehyde dehydrogenase 1A1 (Homo sapiens), P00352 | Purified ALDH1A1, NADH fluorescence, propionaldehyde substrate | Potency, µM (highest dose often 75.3 µM), for inactives: at the highest dose activity, negative = inhibition, actives largely listed as inhibitors | actives 7.3% (n = 220,000) | AID 1030, 2008; active means well fitted inhibition curve with a large enough effect, not every such curve was filed as active; inconclusive means small, poorly fitted or top-dose-only effect, or another doubt; inactive means no such curve, though single readings can be large or run the other way;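 further: plate controls were no enzyme wells and a reference inhibitor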
Target sequence (P00352 whole entry, looked up): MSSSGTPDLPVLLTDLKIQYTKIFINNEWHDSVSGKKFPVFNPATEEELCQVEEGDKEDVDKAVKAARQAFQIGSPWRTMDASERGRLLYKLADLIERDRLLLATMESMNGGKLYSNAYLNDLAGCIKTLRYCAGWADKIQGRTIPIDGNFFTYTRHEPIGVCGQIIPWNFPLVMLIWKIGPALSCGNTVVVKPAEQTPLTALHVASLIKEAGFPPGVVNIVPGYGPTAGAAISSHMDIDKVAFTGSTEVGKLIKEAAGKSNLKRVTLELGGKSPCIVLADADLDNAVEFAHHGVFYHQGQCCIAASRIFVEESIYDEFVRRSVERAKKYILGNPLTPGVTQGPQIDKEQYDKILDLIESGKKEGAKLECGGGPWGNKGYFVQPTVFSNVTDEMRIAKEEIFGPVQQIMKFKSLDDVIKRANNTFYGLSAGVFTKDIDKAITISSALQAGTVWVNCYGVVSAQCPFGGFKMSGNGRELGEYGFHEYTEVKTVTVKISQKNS
GLA spleen mod = qHTS Assay for Inhibitors and Activators of Human alpha-Galactosidase From Spleen Homogenate; actives 0.008% (n = 240,000); Alpha-galactosidase A (Homo sapiens), P06280; human spleen homogenate, 4MU-alpha-Gal fluorescence, 40 min; Potency, µM (highest dose often 80 µM), inactives show top-dose activity change, negative = inhibition, usual class: inhibitors;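 further: 0% = enzyme with vehicle and -100% = no enzyme basal signal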
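Inhibition or activation of alpha-galactosidase in human spleen homogenate is scored by 4-MU fluorescence after 40 min at 37C, pH 5.0, with 1 mM substrate. AC50s come from concentration-response fitted to the Hill equation.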
GAA spleen mod = qHTS Assay for Inhibitors and Activators of Human alpha-Glucosidase From Spleen Homogenate; Lysosomal alpha-glucosidase (Homo sapiens), P10253; human spleen homogenate, 4-MU-alpha-glucoside fluorescence; Potency, µM (series often up to 79.9 µM), for inactives: at the top dose activity change, negative = inhibition, usual class: inhibitors; actives 0.006% (n = 240,000); AID 2112, 2009;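 further: 0% = enzyme with vehicle and -100% = no enzyme basal signal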
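Compounds were titrated against alpha-glucosidase in spleen homogenate at pH 5.0, with 1 mM 4-methylumbelliferyl substrate for 40 min at 37 C. Reactions were quenched with pH 10 NaOH/glycine and fluorescence measured.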
NPSR antagonist = qHTS Assay for Antagonists of the Neuropeptide S Receptor: cAMP Signal Transduction | Q6W5P4 | CHO-NPSR cells, cAMP TR-FRET, antagonist mode | Potency, µM (highest dose often 38.3 µM), for the others: at the top dose activity change, negative = inhibition, hits mostly inhibitors | actives 1% (n = 220,000); further: on the % scale 0 is the no-effect control and ±100 the full control effect; nearly all actives have a fitted effect of over 50% in size; many of its hits are not listed in these tables
Target sequence (Q6W5P4 whole entry, looked up): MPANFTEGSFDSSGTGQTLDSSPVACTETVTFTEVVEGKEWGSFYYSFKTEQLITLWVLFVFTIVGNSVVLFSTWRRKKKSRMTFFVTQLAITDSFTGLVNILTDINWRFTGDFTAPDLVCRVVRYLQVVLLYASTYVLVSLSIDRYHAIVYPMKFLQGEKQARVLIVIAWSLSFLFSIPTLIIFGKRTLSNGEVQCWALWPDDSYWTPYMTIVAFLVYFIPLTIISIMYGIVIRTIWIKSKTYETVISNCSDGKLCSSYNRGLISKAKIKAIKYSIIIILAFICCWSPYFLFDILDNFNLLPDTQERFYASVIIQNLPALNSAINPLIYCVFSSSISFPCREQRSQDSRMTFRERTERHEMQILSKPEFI
Tau fluor counter = Counterscreen qHTS for Inhibitors of Tau Fibril Formation, Fluorescence Polarization; tau K18 P301L Alexa594 fluorescence, heparin fibrillization; AID 1463, 2008; actives 0.93% (n = 280,000); Potency, µM (top dose mostly 57.7 µM), for the others: top-dose activity change, negative = decrease; further: on the % scale 0 is the no-effect control and ±100 the full control effect; nearly all actives have a fitted effect of over 55% in size
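Human tau K18 P301L (15 uM unlabeled, 0.24 uM Alexa 594-labeled) in 100 mM sodium acetate pH 7 with 20 uM heparin, 6 hr at 37 C. ThT 30 uM added, 1 hr ambient; Alexa 594 FP and total fluorescence read at 555/632 nm.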
GAA inhib = qHTS Assay for Inhibitors of Human alpha-Glucosidase as a Potential Chaperone Treatment of Pompe Disease; Lysosomal alpha-glucosidase (Homo sapiens), P10253; purified human GAA, 4-MU-alpha-glucoside fluorescence; Potency, µM (doses to about 76.9 µM), without a hit: at the highest dose activity change, negative = inhibition, most hits filed as inhibitors; actives 0.005% (n = 200,000); AID 1466, 2008;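 further: plate controls were uninhibited enzyme wells for no effect and no-enzyme background for full effect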
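Human alpha-glucosidase, 4 nM, pre-mixed with test compounds before 400 uM 4-methylumbelliferyl substrate; 20 min room temperature at pH 5.0. Fluorescence read after pH 10 stop; AC50 values from Hill-equation fits.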
Epigenetic reg = Quantitative High-Throughput Screen for Regulators of Epigenetic Control; murine LDR cells, GFP reporter derepression, 30 h; Potency, µM (highest dose often 53.9 µM), for the others: top-dose GFP activation, usual class: activators; actives 0.2% (n = 280,000); AID 1865, 2009; further: % of control where 0% means no effect; nearly all actives have a fitted effect of over 60% in size
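Murine LDR cells carrying a silenced, genomically integrated CMV-driven GFP reporter were exposed to compound for 30 hours at 37 C. After PBS washes, GFP-positive cells (20–120 um objects) were counted by laser-scanning microplate cytometry.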
Starred values were filed as active, the others as inactive; ? = inconclusive; . = no result given; [ ] = dose if it differs, or a comment. Unless noted, the call rests on the fitted dose curve; in most records, active means well fitted curve in the direction sought with a large enough effect; inconclusive means small, poorly fitted or top-dose-only effect, or another doubt; inactive means no such curve, though single readings can be large; an effect the other way counts as inactive or inconclusive. Potency means the concentration at half of the fitted maximal effect. Only part of the results is shown; the hit share may differ from the screen's.

cpd	structure	GAA glycogen mod	ALDH1A1 block	GLA spleen mod	GAA spleen mod
1	Cc1cccc(C)c1NC(=O)C(c1ccccc1)N1CCC1=O (stereo unspecified)	0%	1%	8%	6%
2	COc1cc(CNc2ncn[nH]2)cc(Br)c1OC	0%	4%	8%	4%
3	CCCCCC(=O)c1ccc(O)cc1O	2%	3%	-12%	-7%
4	CNC(=O)C1CC(=O)N(Cc2ccc3c(c2)OCO3)C(=Nc2ccc(OC)cc2)S1 (stereo unspecified)	7%	-4%	2%	2%
5	Cc1cc(/C=C(/C#N)c2cccc(F)c2)c(C)n1-c1cccnc1	-6%	?	-4%	-2%
6	CC(C)c1cc(C(=O)Nc2cccc(C(F)(F)F)c2)no1	2%	-4%	0%	-27%
7	O=C(N1CCOCC1)N1CCCN(C(=O)N2CCOCC2)CC1	0%	0%	0%	-3%
8	CSc1ccc(CN(C)CC(=O)Nc2cccc(Br)c2)cc1	1%	5%	1%	-7%

cpd	NPSR antagonist	Tau fluor counter	GAA inhib	Epigenetic reg
1	-5%[46.1 µM]	4%	-7%	-1.4%
2	4%[46.1 µM]	1%	9%	-0.7%
3	5%	-18%	2%	-3.4%
4	-20%[46.1 µM]	?	-13%	-3.3%
5	?	?	-12%	-0.8%
6	-17%[46.1 µM]	-11%	-18%	0.0%
7	14%[46.1 µM]	9%	-6%	-1.0%
8	-18%[46.1 µM]	0%	0%	-1.1%

Other compounds follow.
cpd	structure	GAA glycogen mod	ALDH1A1 block	GLA spleen mod	GAA spleen mod
9	COc1cc(OC)c(C2=NOC(C(=O)N3CCc4ccccc4C3)C2)cc1Cl (stereo unspecified)	-1%	-12%	-1%	-4%
10	CCC(C)NC(=O)C1CCCN(S(=O)(=O)c2ccc(-n3cnnn3)cc2)C1 (stereo unspecified)	-3%	11%	3%	-6%
11	Cc1nc(SC(C(=O)c2ccccc2)c2ccccc2)n[nH]1 (stereo unspecified)	-3%	2%	-6%	-5%
12	CCC(=O)N(CC(=O)Nc1sc(C)c(C)c1C(N)=O)C1CCCCC1	6%	?	4%	6%
13	Fc1cccc(Cl)c1CNc1ccc(N2CCCC2)cc1	-4%	?	6%	4%
14	Cc1cc(NC(=O)CC2(CC(=O)O)CCCC2)n(C)n1	0%	.	-6%	-6%
15	CC(C)C(=O)NNc1ccc(C(F)(F)F)cn1	-9%	8%	2%	-1%
16	CCCCOc1cccc(C(=O)O)c1	6%	6%	2%	-4%

cpd	NPSR antagonist	Tau fluor counter	GAA inhib	Epigenetic reg
9	-19%[46.1 µM]	?	-8%	0.2%
10	-10%[46.1 µM]	-2%	-4%	-1.1%
11	-13%[46.1 µM]	-8%	-7%	0.0%
12	-6%[46.1 µM]	-14%	-2%	1.4%
13	-31%	?	1%	2.3%
14	9%	-10%	.	-4.1%
15	-24%	3%	-3%	3.0%
16	-7%[46.1 µM]	-10%	-13%	-1.0%

(cont.)
cpd	structure	GAA glycogen mod	ALDH1A1 block	GLA spleen mod	GAA spleen mod
17	CC(=O)c1cccc(CN2CCN(Cc3ccc(F)cc3)C(CCO)C2)c1 (stereo unspecified)	-5%	28µM*	9%	-2%
18	O=C(c1ccccc1F)N(Cc1nc2ccccc2c(=O)[nH]1)C1CCCC1	15%	7%	-8%	-10%
19	CCC(O)CNc1nc(SC)nc2sc3c(c12)CCN(C)C3 (stereo unspecified)	7%	.	?	29%
20	COc1ccccc1CNC(=O)CCC(=O)Nc1nnc(C)s1	-1%	12%	-6%	-21%
21	CCOc1ccc(N2CC(C(=O)OCC(=O)NCc3ccccc3)CC2=O)cc1 (stereo unspecified)	0%	-3%	-7%	-9%
22	CCCC(=O)C1=C(N2CCCC2)CC(C)(C)C(C(=O)OC)C1=O (stereo unspecified)	13%	-4%	3%	-1%
23	COc1ccc(CC(=O)NNC(=S)NCC2CC2)cc1OC	-6%	.	-4%	-4%
24	Cc1ccc(C(=O)N/C(=C\c2sccc2C)C(=O)NCc2ccco2)cc1	6%	2%	4%	1%

cpd	NPSR antagonist	Tau fluor counter	GAA inhib	Epigenetic reg
17	-2%	1%	9%	0.9%
18	-9%	-12%	-4%	1.1%
19	-35%	-10%	?	0.0%
20	11%[46.1 µM]	1%	12%	-1.0%
21	-9%[46.1 µM]	2%	-1%	-0.9%
22	-17%	5%	?	-0.3%
23	9%	-5%	.	2.9%
24	-10%[46.1 µM]	-4%	7%	0.0%

The list continues:
cpd	structure	GAA glycogen mod	ALDH1A1 block	GLA spleen mod	GAA spleen mod
25	O=C(CSCc1c(F)cccc1Cl)NCc1ccncc1	26%	?	-4%	1%
26	O=C(O)c1ccc(Sc2ccccn2)c([N+](=O)[O-])c1	20%	?	2%	9%
27	COc1cccc2cc(C(=O)NCc3ccco3)c(=Nc3ccc(C(=O)O)cc3)oc12	7%	16µM*	-1%	0%
28	CCOc1ccccc1NC(=O)Cc1c(F)cccc1Cl	-3%	23%	2%	5%
29	COc1ccccc1C1CC(=O)Oc2cc(C)c(Cl)c(C)c21 (stereo unspecified)	.	?	5%[119 µM]	-2%[119 µM]
30	Cc1ccnc(NS(=O)(=O)c2ccc(NC(=O)C34CC5CC(C)(CC(C)(C5)C3)C4)cc2)n1	-9%	1%	-4%	2%
31	COc1ccc(NC(=O)c2ccc(COCC(F)(F)C(F)F)cc2)cc1	6%	-7%	-2%	-8%
32	CCOC(=O)c1ccc(NC(=O)Cn2nnc(-c3ccccc3)n2)cc1	7%	25µM*	1%	1%

cpd	NPSR antagonist	Tau fluor counter	GAA inhib	Epigenetic reg
25	7%	1%	6%	2.4%
26	9%	-10%	6%	-0.5%
27	?	-2%	-8%	2.1%
28	8%	2%	-12%	-1.0%
29	.	-17%[81.3 µM]	.	2.1%
30	-23%[46.1 µM]	-7%	0%	1.0%
31	1%[46.1 µM]	6%	1%	1.2%
32	-1%[46.1 µM]	?	-15%	1.4%

Part of the list above with just GAA glycogen mod, GLA spleen mod and ALDH1A1 block.
| cpd | SMILES | GAA glycogen mod | GLA spleen mod | ALDH1A1 block |
| --- | --- | --- | --- | --- |
| 20 | COc1ccccc1CNC(=O)CCC(=O)Nc1nnc(C)s1 | -1% | -6% | 12% |
| 21 | CCOc1ccc(N2CC(C(=O)OCC(=O)NCc3ccccc3)CC2=O)cc1 (stereo unspecified) | 0% | -7% | -3% |

Next records follow:
cpd	structure	GAA glycogen mod	ALDH1A1 block	GLA spleen mod	GAA spleen mod
33	COc1ccc(Cc2nnc(NC(=O)c3ccccc3[N+](=O)[O-])s2)cc1	21%	7%	0%	6%
34	O=C(CN1C(=O)S/C(=C\c2ccccc2)C1=O)NNC(=O)c1ccccc1O	-3%	1%	8%	0%
35	COC(=O)c1ccccc1S(=O)(=O)C(C)(C)C	4%	3%	-12%	2%
36	O=C(c1cc(-c2ccncc2)nc2ccc(Br)cc12)N1CCN(c2ccccn2)CC1	10%	-2%	-5%	-2%
37	COCCNC(=O)c1onc(CSc2ccccc2C)c1C(=O)O	4%	4%	1%	-10%
38	Cc1nn(C)cc1C1C(C#N)=C(N)N(c2ccc(F)c([N+](=O)[O-])c2)C2=C1C(=O)CCC2 (stereo unspecified)	0%	-6%	5%	4%
39	C=CCN1C(=O)N(c2ccc(F)cc2)C(=O)C1CC(=O)Nc1ccc(Cl)cc1 (stereo unspecified)	-1%	.	4%	8%
40	CC1CCN(c2c(NCC3CCC(C(=O)NCc4ccccc4)CC3)c(=O)c2=O)CC1 (stereo unspecified)	1%	9%	-1%	-2%

cpd	NPSR antagonist	Tau fluor counter	GAA inhib	Epigenetic reg
33	0%	-9%	?	0.9%
34	-7%	-13%	-2%	-1.9%
35	-17%[46.1 µM]	-5%	-9%	2.3%
36	?	-18%	-3%	-1.1%
37	-1%[46.1 µM]	4%	-5%	-2.0%
38	4%	-5%	?	-4.8%
39	-33%	-26%	.	3.8%
40	3%	-15%	-12%	7.5%

Continuation:
cpd	structure	GAA glycogen mod	ALDH1A1 block	GLA spleen mod	GAA spleen mod
41	COC(=O)Nc1c(C(=O)OC)cc(OC)c(OC)c1OC	-6%	-12%	12%	8%
42	COc1cccc(Nc2nc(-c3cccs3)nc3ccccc23)c1	7%	?	-4%	1%
43	CSc1nc(N)nc(SC2C=CCCC2)c1C#N (stereo unspecified)	-14%	13µM*	-1%	-8%
44	O=C(C1CCN(S(=O)(=O)c2cccc3cccnc23)CC1)N1CCN(c2ccc(Cl)cc2)CC1	8%	-5%	-4%	-5%
45	O=c1[nH]c(-c2ccc(O)cc2)nc2scc(-c3cccs3)c12	2%	?	-6%	1%
46	O=C(Oc1ccc[nH]c1=O)c1cccc(Cl)c1	?	-2%	-4%	-7%
47	CCOc1ccc(C(CC(=O)O)NC(=O)COc2ccccc2)cc1OC (stereo unspecified)	8%	8%	-2%	-14%

cpd	NPSR antagonist	Tau fluor counter	GAA inhib	Epigenetic reg
41	8%[46.1 µM]	-2%	0%	-0.9%
42	-21%	?	-3%	0.0%
43	-19%[46.1 µM]	-14%	-4%	-0.9%
44	-17%[46.1 µM]	-21%	-8%[15.4 µM]	0.8%
45	37%	?	11%	2.2%
46	-16%	-4%	-7%	0.5%
47	11%	-4%	4%	0.0%

Arranged by the number under GLA spleen mod (rising): some entries from above
# | Molecule | GLA spleen mod
45 | O=c1[nH]c(-c2ccc(O)cc2)nc2scc(-c3cccs3)c12 | -6%
44 | O=C(C1CCN(S(=O)(=O)c2cccc3cccnc23)CC1)N1CCN(c2ccc(Cl)cc2)CC1 | -4%
41 | COC(=O)Nc1c(C(=O)OC)cc(OC)c(OC)c1OC | 12%
